PHOSPHO1 inh = PubChem AID 1565. recombinant PHOSPHO1, absorbance phosphatase assay. inhibition, % at 13.3 µM. 290,000 compounds, 1.1% hits; in the data active = inhibition above about 60%
GPR7 antag = GPR7 receptor antagonists, primary screen, cell-based, fluorescence, single concentration | 290,000 compounds, 1.1% hits | inhibition, % at 4.4 µM | GPR7-expressing cells, fluorescence antagonist assay; in the data active = inhibition above about 16%, passing the limit was not always enough;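 note: cells stimulated with the agonist NPW; 0% = agonist with vehicle and 100% = vehicle without agonist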
Target sequence (P48145 whole entry, looked up): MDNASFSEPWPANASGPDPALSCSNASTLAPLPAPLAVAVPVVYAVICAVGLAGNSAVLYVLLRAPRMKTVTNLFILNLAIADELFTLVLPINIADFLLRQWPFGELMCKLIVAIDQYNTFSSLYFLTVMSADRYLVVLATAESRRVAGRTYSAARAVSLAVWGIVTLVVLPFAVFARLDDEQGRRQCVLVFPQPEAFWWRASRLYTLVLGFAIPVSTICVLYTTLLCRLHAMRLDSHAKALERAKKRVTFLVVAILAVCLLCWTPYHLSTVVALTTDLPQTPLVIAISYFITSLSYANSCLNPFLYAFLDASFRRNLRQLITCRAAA
VIM-2 inhibitor = VIM-2 metallo-beta-lactamase inhibitors, primary screen, biochemical, epi-absorbance readout, Pseudomonas aeruginosa enzyme; purified VIM-2, nitrocefin hydrolysis, epi-absorbance fluorescence; inhibition, % at 5.6 µM; 290,000 compounds, 0.89% hits;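 active = inhibition above the mean of all tested compounds plus 3 SD, cutoff set per screening run, cut at about 7.5% in these data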;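 note: red hydrolysis product quenches plate fluorescence so inhibitors raise well fluorescence; 0% = enzyme with DMSO and 100% = DMSO without enzyme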
GalR3 antagonist = GalR3 antagonists in HEK293 cells, primary screen, cell-based, fluorescence readout. HEK293 GalR3-CNG cAMP membrane potential fluorescence; galR3 body fused to GalR1 C-terminus. 360,000 compounds, 0.44% hits. Galanin receptor type 3 (Homo sapiens), O60755. AID 651719, 2012. inhibition, % at 3 µM;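 active = inhibition above the screen-wide average plus 3 SD, cut at about 13% in these data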;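 note: forskolin and galanin both at EC90 stimulate the cells; cAMP rise reported by CNG channel membrane potential dye signal; 0% = forskolin plus galanin with DMSO and 100% = forskolin alone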
Target sequence (O60755 1-299 limits assumed): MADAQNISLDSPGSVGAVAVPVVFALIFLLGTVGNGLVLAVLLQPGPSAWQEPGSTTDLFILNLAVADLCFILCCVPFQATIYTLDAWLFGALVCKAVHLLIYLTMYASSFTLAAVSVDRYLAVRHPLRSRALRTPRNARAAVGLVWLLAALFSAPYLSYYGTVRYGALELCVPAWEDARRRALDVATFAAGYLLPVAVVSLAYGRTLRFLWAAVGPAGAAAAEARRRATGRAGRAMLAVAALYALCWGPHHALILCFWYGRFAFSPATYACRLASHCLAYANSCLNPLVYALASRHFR
IMP-1 inh = IMP-1 metallo-beta-lactamase inhibitors, primary screen, biochemical, epi-absorbance readout, Pseudomonas aeruginosa enzyme. 290,000 compounds, 0.45% hits. inhibition, % at 5.6 µM. purified IMP-1, nitrocefin hydrolysis, epi-absorbance fluorescence. metallo-beta-lactamase IMP-1 (Pseudomonas aeruginosa). AID 1556, 2009;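 active = inhibition above the mean plus 3 SD of all compounds in the same screening run, cut at about 4.5% in these data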;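 note: 0% = IMP-1 with DMSO and 100% = DMSO wells lacking enzyme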
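Assay system: purified recombinant IMP-1 beta-lactamase. Input: IMP-1 0.2 nM before substrate addition. Buffer or medium: Zinc- and detergent-supplemented HEPES buffer, pH 7.1. Schedule: 25 °C, 15 min preincubation, 25 min reaction. Signal: Epi-absorbance fluorescence, 480 nm excitation, 530 nm emission. Evaluation: percent inhibition from optical density relative to buffer-blank wells.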
FID counter = compounds displacing fluorescent DNA intercalator, primary screen, artefact control for HCV NS3 helicase inhibitor project, biochemical, FID fluorescence. DNA fluorescent intercalator displacement. inhibition, % at 7.9 µM. 290,000 compounds, 0.17% hits. AID 1845, 2009; in the data active = inhibition above about 37%;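 note: 0% = vehicle and 100% = reference compound; higher means more ethidium bromide displaced from hairpin DNA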
OXTR ag = human OXTR agonists, primary screen, fluorescence, CHO-OTR cells, Fluo-8 calcium | Oxytocin receptor (Homo sapiens), P30559 | Fluo-8 calcium fluorescence; normalized: DMSO 0%, oxytocin 100% | activation, % at 3 µM | 320,000 compounds, 0.32% hits;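 active = activation above the mean of all tested compounds plus 3 SD, cutoff set per screening run, cut at about 20% in these data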;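 note: peak over basal fluorescence ratio from a 100 s FLIPR kinetic read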
HCV NS3 hel inh = inhibitors of HCV NS3 helicase, primary screen, biochemical, Cy5 molecular beacon fluorescence. Hepatitis C virus NS3 helicase. NS3 helicase DNA unwinding. 290,000 compounds, 0.56% hits. inhibition, % at 10.9 µM. AID 1800, 2009;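 active = inhibition above the mean of all tested compounds plus 3 SD, set per campaign, cut at about 35% in these data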;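 note: 0% = DMSO wells and 100% = thioflavine S control wells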
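Control set: DMSO versus 110 µM thioflavine S; Material: NS3 helicase fragment of HCV; Measured by: Cy5 fluorescence at 0 and 60 min, beacon hairpin quenching; Read-out basis: percent inhibition from t60/t0 fluorescence ratio; Times: reaction time 60 min, 25 °C; Repeats: single replicate; Compound dosing: single dose, 10.9 µM nominal final, DMSO 0.8% final.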
V1aR counter = agonists of human V1a receptor, primary screen, counter-screen for OXTR agonist project, fluorescence, CHO-V1R cells. Vasopressin V1a receptor (Homo sapiens), P37288. Fluo-8 calcium fluorescence, agonist mode; 0% DMSO, 100% 3 nM vasopressin. activation, % at 3 µM. 320,000 compounds, 0.25% hits;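 active = activation above the mean activation of all tested compounds plus 3 SD, per screening run, cut at about 20% in these data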;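 note: signal is peak over basal fluorescence ratio across a 100 second FLIPR read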
Target sequence (P37288 whole entry, looked up): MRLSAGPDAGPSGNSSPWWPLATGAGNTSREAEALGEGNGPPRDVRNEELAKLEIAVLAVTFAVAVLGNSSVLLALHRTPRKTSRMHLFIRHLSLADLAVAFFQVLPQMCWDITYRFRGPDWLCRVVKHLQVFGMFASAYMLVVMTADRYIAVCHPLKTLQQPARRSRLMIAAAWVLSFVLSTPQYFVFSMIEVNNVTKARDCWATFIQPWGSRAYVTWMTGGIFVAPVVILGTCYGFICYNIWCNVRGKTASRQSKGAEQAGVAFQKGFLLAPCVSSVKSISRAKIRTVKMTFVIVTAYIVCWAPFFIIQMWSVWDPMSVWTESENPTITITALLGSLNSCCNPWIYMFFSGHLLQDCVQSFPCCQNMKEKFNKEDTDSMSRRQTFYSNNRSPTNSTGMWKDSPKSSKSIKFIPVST
Starred values were filed as active, the others as inactive; nt = not tested or not shown.

1	O=C(NN=C1CCCCCC1)c1ccc(Br)o1
2	COc1ccc(C(=O)OCC(=O)NCC2CCCO2)cc1[N+](=O)[O-] (stereo unspecified)
3	COc1ccc(NC(=O)COC(=O)c2c(F)cccc2Cl)cc1OC
4	COc1ccc(NC(=O)CSc2nnc(CNc3ccc(F)cc3)o2)c(OC)c1
5	N#Cc1ccccc1S(=O)(=O)N1CCN(C(=O)c2cc(-c3ccccc3)nn2-c2ccccc2)CC1
6	CN(C)/C(=N\S(=O)(=O)c1ccccc1)c1ccc([N+](=O)[O-])cc1
7	COc1cc(C2C(C(C)=O)=C(C)Nc3ncnn32)ccc1O (stereo unspecified)
8	Cc1c(C(=O)NCCCN2CCOCC2)sc2nc(-c3ccc(F)cc3)cn12

screen / no. | 1 | 2 | 3 | 4 | 5 | 6 | 7 | 8
PHOSPHO1 inh | 3 | 13 | -35 | 15 | 14 | -17 | 14 | -1
GPR7 antag | -2 | -3 | 13 | -8 | -19 | 3 | -8 | 6
VIM-2 inhibitor | -6.1 | -2.6 | 0.6 | -4.2 | -4.3 | -3.5 | -3.0 | 1.3
GalR3 antagonist | -1 | -2 | -4 | -5 | -3 | -3 | 0 | -12
IMP-1 inh | -2.9 | -0.8 | 0.8 | -5.3 | -2.8 | -4.7 | -0.5 | -0.6
FID counter | -4 | -1 | -10 | -10 | -15 | 1 | 3 | 16
OXTR ag | -1.6 | -0.1 | -0.3 | 1.6 | 0.6 | -0.9 | 0.9 | 2.8
HCV NS3 hel inh | 0 | -5 | 9 | 0 | -15 | 3 | 0 | -18
V1aR counter | -0.3 | 0.8 | 2.2 | 2.5 | 0.3 | -0.6 | 1.1 | 1.3

9	COc1ccc(NC(=O)NCCc2ccc(Cl)cc2)cc1OC
10	COc1cc(CO)cc(-c2cc(CO)cc(OC)c2OC)c1OC
11	NC(=NCCc1c[nH]c2ccccc12)NC(=O)c1ccc(Cl)cc1
12	CCOc1ccc(-c2csc(NC(=O)c3ccc(S(=O)(=O)N4CCc5ccccc5C4)cc3)n2)cc1
13	Cc1ccc(C)c(NS(=O)(=O)c2ccc(OCC(=O)NCc3ccccn3)cc2)c1
14	CC(=O)NCc1ccc(S(=O)(=O)N/N=C/c2ccccc2)cc1
15	O=C(CNCc1ccccc1)NCCCN1CCCC1=O
16	COc1cccc(C(=O)NCCCn2ccnc2)c1

screen / no. | 9 | 10 | 11 | 12 | 13 | 14 | 15 | 16
PHOSPHO1 inh | 26 | -3 | -10 | -2 | 57 | 1 | 46 | -8
GPR7 antag | 15 | -5 | -4 | 2 | 0 | -8 | -12 | -14
VIM-2 inhibitor | 0.8 | -1.5 | -3.6 | -3.7 | -4.4 | -1.5 | -1.6 | -1.0
GalR3 antagonist | -3 | -4 | -7 | -1 | -1 | -4 | -9 | -5
IMP-1 inh | 1.4 | 0.2 | -3.6 | -2.5 | -3.4 | -3.4 | -1.8 | -3.5
FID counter | -3 | -4 | 23 | 1 | -27 | -2 | -2 | -1
OXTR ag | -0.3 | -0.1 | 3.4 | 0.1 | -0.6 | -0.8 | 0.1 | -0.2
HCV NS3 hel inh | 8 | -5 | -37 | -3 | -10 | 4 | -10 | -2
V1aR counter | -0.9 | 0.5 | 0.4 | 2.0 | 0.7 | -0.1 | 1.2 | -0.9

17	COC(=O)CN1C(=O)NC2(CCCc3ccccc32)C1=O (stereo unspecified)
18	c1nc(N2CCC3(CC2)OCCO3)c2[nH]cnc2n1
19	Cc1cc(C)n(CC(C)O)c(=O)c1C#N (stereo unspecified)
20	CC(C)[C@@H](C(=O)N[C@@H](Cc1ccccc1)C(=O)O)N1C(=O)N2CCc3c([nH]c4ccccc34)[C@@]2(C)C1=O
21	COc1ccc(Nc2nnc(Cc3ccccc3)c(=O)[nH]2)c(OC)c1
22	O=C(COC(=O)c1cc(-c2cccs2)nc2ccccc12)NC1CCS(=O)(=O)C1 (stereo unspecified)
23	COc1cc(/C=C2\SC(=S)N(C(Cc3ccccc3)C(=O)O)C2=O)ccc1O (stereo unspecified)
24	COCCN1C(=O)N(c2ccc(OC)cc2)C(=O)C1CC(=O)Nc1cccc(F)c1 (stereo unspecified)

screen / no. | 17 | 18 | 19 | 20 | 21 | 22 | 23 | 24
PHOSPHO1 inh | 24 | -7 | 18 | 13 | 18 | 2 | -2 | 40
GPR7 antag | 14 | -7 | -13 | -4 | 4 | -10 | 22* | -3
VIM-2 inhibitor | -0.3 | -0.6 | -1.5 | -0.9 | -0.4 | 3.1 | -2.3 | -0.5
GalR3 antagonist | -13 | -2 | -8 | -4 | -3 | -2 | -4 | -3
IMP-1 inh | -1.4 | -3.8 | -1.1 | -2.8 | -1.8 | -3.8 | -4.9 | 1.1
FID counter | -1 | -1 | -4 | -19 | -9 | -5 | 1 | -6
OXTR ag | -1.0 | 0.0 | 0.8 | -0.1 | -2.1 | 2.2 | 28* | nt
HCV NS3 hel inh | 1 | 7 | 1 | -5 | 2 | -6 | 24 | -3
V1aR counter | 0.0 | 0.9 | -0.1 | -0.1 | 0.6 | 1.5 | 30* | nt

25	COc1ccccc1NC(=S)NCc1cccs1
26	CCCCNC(=O)COC(=O)c1cc(Br)ccc1Cl
27	C=C(C)C(=O)N1CC2(CC(c3cccc(NC(=O)/C=C\C)c3)=NO2)C[C@H]1C(N)=O (stereo partly specified)
28	O=C1CCCCC1Sc1nnc(Nc2ccccc2)s1 (stereo unspecified)
29	C/C(=N\NC(=O)c1c(Br)c(C)nn1C)c1cccc(NC(=O)c2ccccc2F)c1
30	CCOC(=O)CCP(=O)(O)C(O)c1ccccc1 (stereo unspecified)
31	Cn1c(=O)c(C(=O)CN2CCCCCC2)c(N)n(Cc2ccccc2)c1=O
32	COc1ccc(-c2c(C)n([O-])c3c([n+]2=O)CCCCC3)cc1

screen / no. | 25 | 26 | 27 | 28 | 29 | 30 | 31 | 32
PHOSPHO1 inh | -2 | 2 | 18 | -7 | 14 | 26 | 2 | 0
GPR7 antag | -5 | -1 | nt | -15 | -1 | -1 | -9 | -7
VIM-2 inhibitor | -1.9 | -3.6 | nt | -0.7 | -1.5 | -0.9 | -1.3 | -2.7
GalR3 antagonist | -7 | -5 | -8 | -6 | -11 | -2 | -3 | -4
IMP-1 inh | -3.3 | -1.3 | nt | -2.0 | -2.6 | -3.0 | -0.3 | -1.9
FID counter | 8 | -8 | nt | -7 | -16 | -1 | -2 | -3
OXTR ag | -2.0 | -2.1 | 1.0 | -2.1 | -1.5 | 1.1 | 0.1 | -0.1
HCV NS3 hel inh | -5 | -4 | nt | 9 | -3 | -4 | -5 | -9
V1aR counter | -1.1 | -0.9 | 0.1 | -1.1 | 0.7 | 0.4 | 0.1 | 1.4

33	O=C(N/N=C/c1sc(N2CCCCC2)nc1-c1cccs1)C1CC1
34	Cc1ccc(NC2=C(Cl)C(=O)OC2OC(=O)c2ccccc2C)cc1 (stereo unspecified)
35	CCOC(=O)c1ccc(OCCOc2cccc(C)c2)cc1
36	O=Cc1cnc(N2CCN(c3ccccc3)CC2)s1
37	CCCCCCCN1C2=NCCCN2c2ccccc21
38	CCC/C=N/NC(=O)c1ccc(F)cc1
39	CCOC(=O)c1cnc(Nc2nc3ccccc3o2)nc1CN1CCN(C)CC1
40	Cc1ccc(S(=O)(=O)Oc2ccccc2/C=N/Nc2ccc(C(=O)O)cc2)cc1

screen / no. | 33 | 34 | 35 | 36 | 37 | 38 | 39 | 40
PHOSPHO1 inh | -95 | -12 | 24 | 38 | 15 | -4 | 18 | 45
GPR7 antag | -1 | 36* | -18 | -8 | 13 | -6 | 7 | -18
VIM-2 inhibitor | -6.0 | 2.3 | 1.0 | -2.9 | 0.3 | -1.1 | -0.9 | -4.6
GalR3 antagonist | -6 | -2 | -4 | -4 | -6 | -7 | -3 | 18*
IMP-1 inh | -2.6 | -0.6 | -1.4 | -3.0 | -3.0 | -1.8 | -2.1 | -1.7
FID counter | -10 | -9 | -23 | -7 | 14 | -5 | -4 | -16
OXTR ag | -2.1 | nt | 0.5 | -0.7 | 3.0 | -0.3 | nt | 5.5
HCV NS3 hel inh | -3 | -16 | -5 | 15 | -11 | 0 | -6 | 10
V1aR counter | -0.7 | nt | -0.1 | 0.0 | -0.3 | 0.0 | nt | 3.0

Structural class, those above with a nitro group on carbon (2)
2	COc1ccc(C(=O)OCC(=O)NCC2CCCO2)cc1[N+](=O)[O-] (stereo unspecified)
6	CN(C)/C(=N\S(=O)(=O)c1ccccc1)c1ccc([N+](=O)[O-])cc1

screen / no. | 2 | 6
PHOSPHO1 inh | 13 | -17
GPR7 antag | -3 | 3
VIM-2 inhibitor | -2.6 | -3.5
GalR3 antagonist | -2 | -3
IMP-1 inh | -0.8 | -4.7
FID counter | -1 | 1
OXTR ag | -0.1 | -0.9
HCV NS3 hel inh | -5 | 3
V1aR counter | 0.8 | -0.6

Going on with the list.
41	O=C(CN1C(=O)C2CC=CCC2C1=O)OCCN1C(=O)c2ccccc2C1=O (stereo unspecified)
42	Cc1cc([N+](=O)[O-])ccc1NC(=O)c1csc(C)c1C
43	COc1ccccc1C(=O)NC(C)c1cccc2ccccc12 (stereo unspecified)
44	COc1ccc2[nH]c3c(=O)n(/N=C/c4ccc(OC)c(CN5CCCC5)c4)c(C)nc3c2c1
45	CCOc1cc(NC(=O)c2cccs2)c(OCC)cc1NC(=O)c1ccccn1
46	N#CCN(CC#N)C(=O)C1c2ccccc2Oc2ccccc21
47	Cc1cccc(-c2cc(N)n(-c3ccccc3)n2)c1
48	Cc1occc1C(=O)N(Cc1nc(-c2ccccc2)no1)C(C)C
49	COc1ccc(N/C(=C(/C(Cl)=C(Cl)Cl)[N+](=O)[O-])n2nnc3ccccc32)cc1

screen / no. | 41 | 42 | 43 | 44 | 45 | 46 | 47 | 48 | 49
PHOSPHO1 inh | 1 | 36 | 30 | 21 | -6 | nt | 34 | -8 | 58
GPR7 antag | 17 | -6 | 0 | -11 | -9 | -10 | 21 | -3 | -7
VIM-2 inhibitor | 2.4 | -3.1 | -0.5 | -0.8 | -5.5 | -0.1 | 2.0 | -1.3 | -6.2
GalR3 antagonist | -2 | 0 | -9 | -1 | 0 | -8 | -3 | 5 | nt
IMP-1 inh | 0.2 | -2.5 | -2.8 | -2.3 | -3.8 | -0.2 | -0.1 | -1.7 | -4.9
FID counter | -3 | 2 | -33 | -9 | 5 | -3 | -1 | -35 | 2
OXTR ag | -1.2 | nt | -0.4 | 0.5 | 0.0 | 4.3 | nt | 0.6 | -0.2
HCV NS3 hel inh | 6 | -14 | 8 | 0 | -1 | -4 | -4 | 4 | 7
V1aR counter | -0.2 | nt | -1.2 | -0.7 | 0.6 | 9.7 | nt | 0.0 | 0.2

Assay outcomes from PubChem.
